Neddylation inh – inhibitors of human cullin neddylation; P61081+Q13564; hit rate 0.58% among 360,000; TR-FRET cullin neddylation, biochemical; calls only at 25 µM; in the data active = inhibition above about 36%
Target sequence (P61081 whole entry, looked up): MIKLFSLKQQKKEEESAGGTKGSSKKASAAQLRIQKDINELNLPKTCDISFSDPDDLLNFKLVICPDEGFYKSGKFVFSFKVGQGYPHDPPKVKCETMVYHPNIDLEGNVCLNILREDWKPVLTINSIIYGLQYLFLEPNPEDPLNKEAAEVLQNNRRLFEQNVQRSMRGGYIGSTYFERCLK
Target sequence (Q13564 whole entry, looked up): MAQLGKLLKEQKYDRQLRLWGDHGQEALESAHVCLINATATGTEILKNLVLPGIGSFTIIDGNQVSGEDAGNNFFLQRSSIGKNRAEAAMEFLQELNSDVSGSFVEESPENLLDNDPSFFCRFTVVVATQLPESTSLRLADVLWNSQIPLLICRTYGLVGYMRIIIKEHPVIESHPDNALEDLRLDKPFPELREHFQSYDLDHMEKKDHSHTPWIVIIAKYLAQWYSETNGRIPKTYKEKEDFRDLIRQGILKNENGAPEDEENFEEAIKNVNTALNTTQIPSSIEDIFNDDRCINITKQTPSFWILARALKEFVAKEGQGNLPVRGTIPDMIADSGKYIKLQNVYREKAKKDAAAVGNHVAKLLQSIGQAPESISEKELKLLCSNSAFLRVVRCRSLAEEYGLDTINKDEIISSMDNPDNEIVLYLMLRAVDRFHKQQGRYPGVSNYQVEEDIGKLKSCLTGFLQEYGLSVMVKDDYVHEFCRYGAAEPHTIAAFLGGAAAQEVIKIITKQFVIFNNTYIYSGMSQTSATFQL
CSN deneddyl inh – CSN deneddylation inhibition; inhibition, % at 12.5 µM; hit rate 0.38% among 360,000; Q92905; Purified CSN, SCF-Nedd8-OG deneddylation, fluorescence polarization;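 active = pattern-corrected inhibition above about 35%, with an unprinted fluorescence ratio check between 0.5 and 1.5, limit read from the data, passing the limit was not always enough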;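 note: 0% = enzyme with substrate and 100% = substrate without enzyme; some results filed as inactive read as strong as hits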
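Material: human Csn5 produced in HEK293T cells; Input: enzyme 0.24 nM; Reagent: SCFSkp2-Nedd8OG substrate at 10 nM final; Dosing: 12.5 µM compound; Incubation: 90 min reaction at room temperature; Detection: fluorescence polarization of the substrate; Evaluation: % inhibition of substrate cleavage by Csn5; Control set: substrate-only high control, full reaction low control.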
STEP inh – blocks human striatal-enriched tyrosine phosphatase; recombinant STEP, OMFP fluorogenic substrate, fluorescence; hit rate 0.25% among 360,000; P54829; inhibition, % at 20 µM; AID 588621;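 active = inhibition at 20 µM, scaled per plate between control wells, above about 37%, limit read from the data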;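 note: 0% = DMSO with enzyme and substrate and 100% = substrate only without enzyme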
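medium = Bis-Tris buffer pH 6.0, 2.5 mM DTT, 0.005% Tween 20 | test system = STEP (striatal-enriched tyrosine phosphatase) enzyme, cell-free | measure = normalized % inhibition | compound dosing = 20 µM, 1% DMSO | also added = 25 µM OMFP | schedule = reaction 20 min, ambient temperature | measured by = fluorescence read at 480 nm ex / 540 nm em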
SUMO1 PPI mod – SUMO1-SIM interaction modulation; hit rate 0.33% among 360,000; inhibition, % at 20 µM; SUMO1 binding to a labelled peptide, TR-FRET, 1 h; in the data active = inhibition above about 37%
Target sequence (P63165 whole entry, looked up): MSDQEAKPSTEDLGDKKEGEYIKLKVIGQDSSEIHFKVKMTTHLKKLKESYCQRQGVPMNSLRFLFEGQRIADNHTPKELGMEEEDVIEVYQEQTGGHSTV
Scp-1 inhibitor – inhibitors of human Scp-1 phosphatase. inhibition, % at 20 µM. Q9GZU7. Recombinant Scp1, phosphopeptide, malachite green phosphate absorbance. hit rate 0.88% among 340,000;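 active = inhibition above about 50% at 20 µM, limit read from the data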;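 note: plate controls were DMSO wells with enzyme for no effect and wells lacking enzyme for full effect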
Target sequence (Q9GZU7 76-261 limits assumed): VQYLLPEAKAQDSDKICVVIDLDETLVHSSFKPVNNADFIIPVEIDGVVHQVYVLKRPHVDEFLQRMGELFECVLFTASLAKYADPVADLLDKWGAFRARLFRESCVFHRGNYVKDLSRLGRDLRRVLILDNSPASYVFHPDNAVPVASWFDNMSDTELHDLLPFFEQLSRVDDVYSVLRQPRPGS
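Material: truncated SCP-1 phosphatase (76-261aa) / Buffer or medium: 50 mM Tris acetate pH 5.5, 0.005% Tween-20, 10 mM MgCl2 / Compound dosing: one concentration, 20 µM, with 1.0% DMSO / Incubation: 45 min room-temperature reaction, 5 min colour, 30 min stabiliser / Detection: colorimetric free-phosphate detection, absorbance 630 nm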
LMPTP inh – LMPTP (human) inhibition. inhibition, % at 20 µM. hit rate 0.22% among 360,000. P24666. recombinant LMPTP-A, OMFP fluorogenic substrate, fluorescence intensity;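 active = compounds that cut the enzyme signal by at least half of the control window in the single-dose screen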;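 note: plate controls were DMSO wells with enzyme plus substrate for no effect and substrate without enzyme for full effect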
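Assay system: LMPTP-A enzyme. Input: 0.625 nM LMPTP-A final. Probe or stimulus: 400 µM OMFP. Compound dosing: single 20 µM dose. Schedule: 50 min dark incubation at room temperature. Detection: fluorescence intensity of OMFP turnover product. Read-out: percent inhibition versus substrate-only and uninhibited controls. Benchmarks: no-enzyme low control, uninhibited high control.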
DNMT1 inh – DNMT1 (human) enzyme inhibition; DNMT1 molecular beacon, Hinp1I cleavage, fluorescence; inhibition (reported as % activation of signal), % at 10 µM; hit rate 0.83% among 360,000; in the data active = inhibition above about 50%
NadD block – inhibitors of Staphylococcus aureus NadD. purified NadD enzyme, colorimetric absorbance read-out. AID 602399. hit rate 0.78% among 360,000. inhibition, % at 20 µM; in the data active = inhibition above about 26%; note: some compounds past the cut are filed as inactive
Rin1 Abl inh – blocks binding of human Rin1 to Abl; inhibition, % at 7.35 µM; P00519+Q13671; TR-FRET Rin1/Abl binding, biochemical; hit rate 0.4% among 360,000; in the data active = inhibition above about 5%, passing the limit was not always enough
Rpn11 block – Rpn11 (human) deubiquitinase inhibition; O00487; human 26S proteasome, Ub4-pepOG fluorescence polarization; 20S core pre-blocked with epoxomicin; calls only at 20 µM; hit rate 0.59% among 360,000;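 active = inhibition at 20 µM, scaled to each plate's controls, above about 33%, limit read from the data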
* hit, by the source's call. Compounds were not picked by outcome. About 3.8% of those tested had a hit in this group.

`Cc1noc(C)c1COC(=O)Cc1ccc(Cl)cc1` gave Neddylation inh inactive, CSN deneddyl inh 2, STEP inh -4, SUMO1 PPI mod 18, Scp-1 inhibitor -10, LMPTP inh -0.6, DNMT1 inh 0, NadD block 7, Rin1 Abl inh 1 and Rpn11 block inactive.
For CCOC(=O)C(Cc1ccc(O)cc1)Nc1nc2ccccc2o1 (stereo not drawn) the results were Neddylation inh inactive, CSN deneddyl inh 3, STEP inh 0, SUMO1 PPI mod -1, Scp-1 inhibitor 15, LMPTP inh -0.2, DNMT1 inh -1, NadD block 3, Rin1 Abl inh 5 and Rpn11 block inactive.
`CCN1CCN(CNC(=O)c2cnccn2)CC1` gave Neddylation inh inactive, CSN deneddyl inh 3, STEP inh 1, SUMO1 PPI mod 4, Scp-1 inhibitor -2, LMPTP inh -2.4, DNMT1 inh 3, NadD block 1, Rin1 Abl inh -4 and Rpn11 block inactive.
For Cn1ncc2c(=S)nc(Cl)[nH]c21 the results were Neddylation inh inactive, CSN deneddyl inh -1, STEP inh 1, SUMO1 PPI mod 9, Scp-1 inhibitor 13, LMPTP inh 16, DNMT1 inh 11, NadD block 7, Rin1 Abl inh -5 and Rpn11 block inactive.
For Cc1ccsc1/C=C1/C(=O)NN(c2ccccc2)C1=O the results were Neddylation inh inactive, CSN deneddyl inh -2, STEP inh -1, SUMO1 PPI mod -25, Scp-1 inhibitor 1, LMPTP inh 1.6, DNMT1 inh 5, NadD block -1, Rin1 Abl inh -2 and Rpn11 block inactive.
`O=C(COC(=O)c1cc(F)c(F)cc1Cl)NC1CC1` gave Neddylation inh inactive, CSN deneddyl inh -4, STEP inh -1, SUMO1 PPI mod 3, Scp-1 inhibitor -3, LMPTP inh -1.0, DNMT1 inh -2, NadD block 2, Rin1 Abl inh 5 and Rpn11 block inactive.
For COc1ccc(C2(O)CN(c3ccccc3)C3=[N+]2CCS3)cc1OC (stereo not drawn) the results were Neddylation inh inactive, CSN deneddyl inh 5, STEP inh -4, SUMO1 PPI mod -1, Scp-1 inhibitor -7, LMPTP inh -0.7, DNMT1 inh -6, NadD block -7, Rin1 Abl inh 4 and Rpn11 block inactive.
Screening CC(C)CCOc1ccc(CO[C@@H]2[C@H]3OC(C)(C)O[C@H]3O[C@@H]2C(O)CO)cc1 (stereo partly drawn) returned Neddylation inh inactive, CSN deneddyl inh -3, STEP inh 0, SUMO1 PPI mod 0, Scp-1 inhibitor -16, LMPTP inh 0.2, DNMT1 inh 0, NadD block -7, Rin1 Abl inh 5 and Rpn11 block inactive.
For CC(=O)N1CCc2c(sc3c2c(=O)n(Cc2ccccc2)c(=O)n3CC(=O)NCC2CCCO2)C1 (stereo not drawn) the results were Neddylation inh inactive, CSN deneddyl inh -5, STEP inh 1, SUMO1 PPI mod 2, Scp-1 inhibitor -7, LMPTP inh -1.8, DNMT1 inh 1, NadD block -1, Rin1 Abl inh -1 and Rpn11 block inactive.
CCCCSc1nc2ccc(Nc3nc(N4CCOCC4)nc(N4CCOCC4)n3)cc2s1 was read as Neddylation inh inactive, CSN deneddyl inh -1, STEP inh -2, SUMO1 PPI mod 1, Scp-1 inhibitor 6, LMPTP inh 2.6, DNMT1 inh -11, NadD block 6, Rin1 Abl inh 0 and Rpn11 block inactive.
Screening O=c1[nH]ncc(NCCc2ccccc2)c1Cl returned Neddylation inh inactive, CSN deneddyl inh -4, STEP inh 0, SUMO1 PPI mod -3, Scp-1 inhibitor -5, LMPTP inh -1.5, DNMT1 inh 0, NadD block 1, Rin1 Abl inh 3 and Rpn11 block inactive.
O=C(Oc1nsnc1N1CCOCC1)N(c1ccccc1)c1ccccc1 was read as Neddylation inh inactive, CSN deneddyl inh -4, STEP inh 2, SUMO1 PPI mod -1, Scp-1 inhibitor 10, LMPTP inh 0.4, DNMT1 inh 1, NadD block -3, Rin1 Abl inh 3 and Rpn11 block inactive.
Cc1c(C(=O)N2CCN(c3ccccc3F)CC2)oc2c1C(=O)CC(C)(C)C2 was read as Neddylation inh inactive, CSN deneddyl inh 0, STEP inh 4, SUMO1 PPI mod 3, Scp-1 inhibitor -9, LMPTP inh -0.5, DNMT1 inh 1, NadD block 3, Rin1 Abl inh 5 and Rpn11 block inactive.
For COc1ccc(NC(=S)N2CCN(S(=O)(=O)c3ccc(C)cc3)CC2)cc1 the results were Neddylation inh inactive, CSN deneddyl inh 4, STEP inh 4, SUMO1 PPI mod 5, Scp-1 inhibitor -2, LMPTP inh 1.5, DNMT1 inh 2, NadD block 3, Rin1 Abl inh -1 and Rpn11 block inactive.
Screening COc1cc(OC)c(OC)cc1CNC(=O)c1ccc(S(=O)(=O)N2CC(C)OC(C)C2)cc1 (stereo not drawn) returned Neddylation inh inactive, CSN deneddyl inh 5, STEP inh 1, SUMO1 PPI mod 0, Scp-1 inhibitor -8, LMPTP inh 0.0, DNMT1 inh 0, NadD block 5, Rin1 Abl inh -1 and Rpn11 block inactive.
CC(Sc1nnc(N)s1)C(=O)Nc1ccc2c(c1)OCCO2 (stereo not drawn) was read as Neddylation inh inactive, CSN deneddyl inh 3, STEP inh 1, SUMO1 PPI mod 0, Scp-1 inhibitor 1, LMPTP inh -0.8, DNMT1 inh 4, NadD block -5, Rin1 Abl inh 3 and Rpn11 block inactive.
`CCN(Cc1ccc2c(c1)OCO2)C(=O)CSc1ncnc2sccc12` gave Neddylation inh inactive, CSN deneddyl inh 5, STEP inh -1, SUMO1 PPI mod 4, Scp-1 inhibitor -8, LMPTP inh 2.5, DNMT1 inh -12, NadD block 1, Rin1 Abl inh 0 and Rpn11 block inactive.
`O=C(CSc1ccc(C(F)(F)F)cn1)Nc1ccccc1` gave Neddylation inh inactive, CSN deneddyl inh 2, STEP inh -2, SUMO1 PPI mod 2, Scp-1 inhibitor 3, LMPTP inh 0.5, DNMT1 inh 1, NadD block -1, Rin1 Abl inh 1 and Rpn11 block inactive.
COc1cccc(Oc2ccc(S(=O)(=O)N3CCOCC3)cc2[N+](=O)[O-])c1 was read as Neddylation inh inactive, CSN deneddyl inh -4, STEP inh 1, SUMO1 PPI mod -15, Scp-1 inhibitor -5, LMPTP inh 1.2, DNMT1 inh -6, NadD block 0, Rin1 Abl inh 0 and Rpn11 block inactive.
For CCN(Cc1ccccc1)C(=O)CCc1nnc(CCCc2ccccc2)o1 the results were Neddylation inh inactive, CSN deneddyl inh 0, STEP inh -1, SUMO1 PPI mod -2, Scp-1 inhibitor 6, LMPTP inh 1.9, DNMT1 inh 2, NadD block -5, Rin1 Abl inh 0 and Rpn11 block inactive.
C[C@]1(C(=O)NCCc2c[nH]c3ccccc23)C=C[C@@H](Cc2ccccc2)N1C(=O)c1ccccc1 was read as Neddylation inh inactive, CSN deneddyl inh -2, STEP inh 1, SUMO1 PPI mod -2, Scp-1 inhibitor -5, LMPTP inh 3.3, DNMT1 inh 2, NadD block -7, Rin1 Abl inh 3 and Rpn11 block inactive.
Screening CC(C)CC(=O)c1c[nH]c(C(=O)NCCc2ccccn2)c1 returned Neddylation inh inactive, CSN deneddyl inh 0, STEP inh -1, SUMO1 PPI mod -1, Scp-1 inhibitor -14, LMPTP inh -0.8, DNMT1 inh 3, NadD block -2, Rin1 Abl inh 2 and Rpn11 block inactive.
COc1ccc2[nH]c(-c3ccc(C)cc3)cc(=O)c2c1 was read as Neddylation inh inactive, CSN deneddyl inh -3, STEP inh -2, SUMO1 PPI mod -3, Scp-1 inhibitor -3, LMPTP inh -2.6, DNMT1 inh 8, NadD block -1, Rin1 Abl inh 1 and Rpn11 block inactive.
Screening Cn1ccc2c(-c3ccc4[nH]ccc4c3)cc3c(c21)C1CCC3O1 (stereo not drawn) returned Neddylation inh inactive, CSN deneddyl inh 0, STEP inh 0, SUMO1 PPI mod 4, LMPTP inh 2.3, DNMT1 inh -42, NadD block 1, Rin1 Abl inh 1 and Rpn11 block inactive.
CN=c1scc(-c2ccccc2F)n1/N=C(\C)c1cccnc1 was read as Neddylation inh inactive, CSN deneddyl inh -10, STEP inh 2, SUMO1 PPI mod -8, Scp-1 inhibitor -1, LMPTP inh 1.3, DNMT1 inh -6, NadD block -2, Rin1 Abl inh 4 and Rpn11 block inactive.
`O=C(OCC(=O)N1CCN(C(=O)c2ccco2)CC1)c1c(Cl)cccc1Cl` gave Neddylation inh inactive, CSN deneddyl inh -3, STEP inh 0, SUMO1 PPI mod -1, Scp-1 inhibitor 0, LMPTP inh -1.2, DNMT1 inh 9, NadD block -3, Rin1 Abl inh 0 and Rpn11 block inactive.
COc1ccc(N(C)C(=O)c2ccc3c(Cl)c4c(nc3c2)CCCC4)c(OC)c1 was read as Neddylation inh inactive, CSN deneddyl inh -3, STEP inh 2, SUMO1 PPI mod -5, Scp-1 inhibitor 1, LMPTP inh 2.1, DNMT1 inh -5, NadD block 2, Rin1 Abl inh -2 and Rpn11 block inactive.
`O=C(Nc1ccccc1N1CCOCC1)C1=COCCO1` gave Neddylation inh inactive, CSN deneddyl inh -8, STEP inh 0, SUMO1 PPI mod -1, Scp-1 inhibitor -3, LMPTP inh -0.5, DNMT1 inh 1, NadD block -5, Rin1 Abl inh 3 and Rpn11 block inactive.

Random excerpt: 3 compounds from above.
`O=C(Nc1ccccc1N1CCOCC1)C1=COCCO1` gave Neddylation inh inactive, CSN deneddyl inh -8, STEP inh 0, SUMO1 PPI mod -1, Scp-1 inhibitor -3, LMPTP inh -0.5, DNMT1 inh 1, NadD block -5, Rin1 Abl inh 3 and Rpn11 block inactive.
C[C@]1(C(=O)NCCc2c[nH]c3ccccc23)C=C[C@@H](Cc2ccccc2)N1C(=O)c1ccccc1 was read as Neddylation inh inactive, CSN deneddyl inh -2, STEP inh 1, SUMO1 PPI mod -2, Scp-1 inhibitor -5, LMPTP inh 3.3, DNMT1 inh 2, NadD block -7, Rin1 Abl inh 3 and Rpn11 block inactive.
Screening CC(C)CC(=O)c1c[nH]c(C(=O)NCCc2ccccn2)c1 returned Neddylation inh inactive, CSN deneddyl inh 0, STEP inh -1, SUMO1 PPI mod -1, Scp-1 inhibitor -14, LMPTP inh -0.8, DNMT1 inh 3, NadD block -2, Rin1 Abl inh 2 and Rpn11 block inactive.
